# ASAP1 inh = blocks human ASAP1-stimulated Arf1 GTP hydrolysis; inhibition, % at 16.5 µM; GDP FP detection; 360,000 tested, 0.19% active; Q9ULH1; in the data active = inhibition above about 25%;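 note: 0% = vehicle with enzyme and substrate and 100% = no enzyme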
# ARFGAP1 inh = rat ARFGAP1 inhibition; Q62848; Arfgap1-stimulated ARF1 GTP hydrolysis, GDP FP detection; inhibition, % at 16.5 µM; 360,000 tested, 0.26% active; AID 651572;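 active = inhibition above a per-plate limit, mean inhibition of low control wells plus 3 SD, cut at about 25% in these data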;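 note: 0% = DMSO wells with enzyme and 100% = wells lacking Arfgap1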
# Target sequence (Q62848 1-136 limits assumed): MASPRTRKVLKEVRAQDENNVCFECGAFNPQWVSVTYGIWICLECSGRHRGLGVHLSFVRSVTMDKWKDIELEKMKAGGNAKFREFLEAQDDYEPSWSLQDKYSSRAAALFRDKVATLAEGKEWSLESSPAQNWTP
#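 system = rat Arfgap1 catalytic domain, aa 1-136 | technique = FP, GDP Alexa 633 tracer displaced from anti-GDP antibody, 620/688 nm | compound = one concentration, 16.5 µM, DMSO 1.26% | medium = HEPES-based buffer, pH 7.5 | timing = compound-enzyme preincubation 20 min, reaction 120 min, detection 60 min, 25 °C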
# proKLK7 act = proKLK7 (human) activation, primary screen; activation, % at 7 µM; purified proKLK7, EDANS-DABCYL substrate fluorescence; 100% is mature enzyme control, 0% vehicle; AID 652039; 370,000 tested, 0.9% active;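 active = activation above the mean of all tested compounds plus 3 SD, computed per campaign excluding outliers beyond control limits, cut at about 13% in these data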
# PLC-beta3 inh = inhibitors of human phospholipase C beta3; AID 720704; Q01970; Purified PLC-beta3, fluorogenic substrate, fluorescence; inhibition, % at 12.2 µM; 370,000 tested, 0.18% active; in the data active = inhibition above about 11%;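 note: 0% = median of compound wells on plate and 100% = full blocker control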
# ADAM17 inh = inhibits human ADAM17; recombinant ADAM17, EDANS/DABCYL FRET peptide cleavage; 370,000 tested, 0.83% active; P78536; inhibition, % at 6.95 µM;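 active = inhibition above the mean of compounds lying between control limits plus 3 SD, set per campaign, cut at about 8.5% in these data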;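 note: 0% = DMSO-only wells as the low control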
# DDE Tn7 FP inh = disrupts Tn7 cyclic peptide binding to fibrin D-Dimer-E complex | AID 720508 | 370,000 tested, 0.13% active | P02675 | inhibition, % at 8.3 µM | FP displacement of FITC-Tn7 peptide from fibrin DD(E); 0% = median of compound wells per plate;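 active = inhibition above the mean of compounds falling within the control limits plus 3 SD of them, cut at about 14% in these data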;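 note: 0% = plate median of compound wells and 100% = 10 µM Aha-Tn7 peptide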
#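 assay system = human clot-derived fibrin DD(E) complex | quantity = Fibrin-DD(E) at 2 µM final | timing = 10 min preincubation, 3 h with tracer, room temperature | signal = fluorescence polarization | measure = percent inhibition | benchmarks = high control wells with 10 µM unlabelled Aha-Tn7 peptide (full inhibition) | replicates = singlicate testing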
# Tn6 DDE FP = inhibitors of Tn6 peptide binding to human fibrin DD(E); inhibition, % at 8.3 µM; Fibrin DD(E) TRITC-Tn6 fluorescence polarization displacement; AID 720509; P02675; 370,000 tested, 0.21% active;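 active = inhibition above a per-campaign cutoff: mean of compounds within control limits plus 3 SD, cut at about 15% in these data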;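 note: 0% = median of all compound wells on the plate and 100% = blocking peptide control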
# UHRF1 MBD2 ctr = blocks human UHRF1 binding to methylated DNA; AID 687016; 370,000 tested, 0.75% active; UHRF1 binding to methylated oligo, TR-FRET; inhibition, % at 4.4 µM; Q96T88; in the data active = inhibition above about 21%;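 note: UHRF1 SRA domain binding a hemimethylated CpG hairpin DNA probe; 0% = median of test compound wells and 100% = reference inhibitor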
# Target sequence (Q96T88 whole entry, looked up, the tested form may be a part): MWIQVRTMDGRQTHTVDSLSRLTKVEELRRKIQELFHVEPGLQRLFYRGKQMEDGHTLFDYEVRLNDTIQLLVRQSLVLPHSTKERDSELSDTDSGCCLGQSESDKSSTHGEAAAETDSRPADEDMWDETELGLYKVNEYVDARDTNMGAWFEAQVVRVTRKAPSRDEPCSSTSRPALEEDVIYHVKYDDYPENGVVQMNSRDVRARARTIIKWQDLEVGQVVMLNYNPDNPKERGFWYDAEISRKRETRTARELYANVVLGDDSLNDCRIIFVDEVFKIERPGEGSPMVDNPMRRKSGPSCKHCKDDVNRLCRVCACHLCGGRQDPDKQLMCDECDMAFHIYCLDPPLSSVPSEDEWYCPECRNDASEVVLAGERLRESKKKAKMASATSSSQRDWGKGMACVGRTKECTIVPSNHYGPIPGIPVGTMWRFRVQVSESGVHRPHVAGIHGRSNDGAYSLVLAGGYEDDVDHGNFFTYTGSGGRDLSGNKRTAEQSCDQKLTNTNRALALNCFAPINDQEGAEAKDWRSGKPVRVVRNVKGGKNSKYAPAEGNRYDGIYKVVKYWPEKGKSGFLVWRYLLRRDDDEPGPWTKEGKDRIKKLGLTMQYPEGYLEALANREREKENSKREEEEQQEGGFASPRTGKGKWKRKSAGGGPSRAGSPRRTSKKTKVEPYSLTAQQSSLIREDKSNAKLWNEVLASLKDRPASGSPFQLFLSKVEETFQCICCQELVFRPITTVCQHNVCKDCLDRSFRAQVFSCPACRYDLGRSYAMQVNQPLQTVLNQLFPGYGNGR
# PLCg1 inh = blocks human PLC-gamma1 enzyme activity; purified PLC-gamma1, fluorogenic substrate, fluorescence; inhibition, % at 12.2 µM; 370,000 tested, 0.84% active; AID 720700; in the data active = inhibition above about 9.5%
# MBD2 inh = blocks human MBD2 binding to methylated DNA | TR-FRET, MBD2 binding to methylated oligonucleotide | Q9UBB5 | inhibition, % at 4.4 µM | AID 686964 | 370,000 tested, 0.31% active; in the data active = inhibition above about 13%
# An asterisk follows results filed as active; i = inactive; . = not tested or not shown.
nr | ASAP1 inh | ARFGAP1 inh | proKLK7 act | PLC-beta3 inh | ADAM17 inh | DDE Tn7 FP inh | Tn6 DDE FP | UHRF1 MBD2 ctr | Molecule | PLCg1 inh | MBD2 inh
1 | -2 | 0 | -0.6 | -1 | -6 | 9 | -5 | 1 | Cc1ccc(Cn2nc(C)c(NC(=O)c3cc(C)no3)c2C)cc1 | -2 | 2
2 | 4 | -7 | 8.6 | -302 | -48 | -2 | -16 | 5 | CCc1cc2c(=O)c(-c3nc4ccccc4n3C)coc2c(CN2CCN(C)CC2)c1O | -268 | 1
3 | -14 | -6 | 0.1 | 2 | -4 | 12 | -2 | 0 | CCO[C@H]1OC(C(=O)N2CCOCC2)=C[C@@H](c2ccc(C(F)(F)F)cc2)[C@@H]1CCCO | 0 | -4
4 | -14 | 4 | 0.0 | -5 | -1 | 2 | 1 | -3 | O=C1Nc2ccccc2C1=Nc1ccc(Cl)cc1 | 1 | -4
5 | 15 | 9 | -0.1 | -11 | 1 | -5 | 0 | -1 | O=C(CCc1nc2ccccc2c(=O)[nH]1)Nc1cc(C(F)(F)F)ccc1N1CCOCC1 | -2 | 1
6 | -12 | 7 | 0.2 | -11 | -4 | 0 | 1 | 1 | O=C(O)c1ccc(Cn2ccc3ccccc32)o1 | -1 | 2
7 | -12 | 5 | 0.1 | 2 | -4 | 6 | 2 | -1 | COc1ccc([C@@H]2[C@@H]3C(=O)N(C(C)(C)C)C(=O)[C@@H]3[C@]3(C)C(=O)N(c4ccc(C(F)(F)F)cc4)C(=O)N23)cc1 | 2 | 0
8 | 6 | -3 | -0.5 | 0 | -4 | 4 | -1 | 1 | O=C(Nc1nnc([C@@H]2C[C@H](O)[C@@H](CO)O2)s1)c1cccc(Cl)c1 | 2 | -4
9 | -7 | -8 | 0.0 | 4 | 6 | 1 | -3 | 0 | CC(C)(C)OC(=O)N1CCN(C(=O)OCC2c3ccccc3-c3ccccc32)CC1C(=O)O (configuration not stated) | 3 | -3
10 | -5 | -2 | 0.2 | -7 | 1 | 8 | 0 | -2 | Cc1ccc(C(=O)Nc2cccc(N3C(=O)C4CCC(C)CC4C3=O)c2)cc1 (configuration not stated) | -4 | 1
11 | 8 | 0 | -0.5 | -8 | -3 | -3 | -6 | 1 | COC(=O)c1c(C)[nH]c(C(=O)OC(C)C(=O)N2CCOCC2)c1C (configuration not stated) | -4 | 3
12 | 0 | 0 | 0.2 | -16 | -2 | 3 | 8 | -7 | Clc1ccc(-n2cccc2CN2CCc3c([nH]c4ccccc34)C2c2ccccn2)nc1 (configuration not stated) | -15 | 1
13 | 19 | -6 | -0.4 | -8 | -4 | -4 | 2 | 0 | COc1ccccc1NC(=O)c1ccc(NC(=O)CN2CCCC2)cc1 | -1 | 4
14 | 9 | 8 | -0.9 | 1 | 2 | 0 | 1 | 0 | COc1ccc(C(=O)Nc2ccc(N3CCC(C)CC3)cc2)cc1Br | 0 | -1
15 | . | . | . | -7 | 2 | 6 | 4 | 2 | O=C1C(=O)N(Cc2ccc(-c3ccsc3)cc2)c2ccc(OC(F)(F)F)cc21 | -6 | -3
16 | 1 | -2 | 0.2 | 3 | 8 | 2 | 6 | 0 | CCc1ccc(C(c2c(C)nn(-c3ccccc3)c2N)c2c(C)nn(-c3ccccc3)c2N)cc1 | 1 | 0
17 | 11 | 22 | 0.1 | 3 | -2 | -1 | 0 | 2 | Cc1ccc(Oc2ncnc(N)c2[N+](=O)[O-])cc1 | 3 | -2
18 | 2 | 6 | -0.9 | -10 | -5 | -5 | -1 | 1 | COc1ccc(NC(=O)Nc2ccc(O)c3ccccc23)cc1 | -3 | -8
19 | 4 | -5 | 1.3 | 0 | -6 | 3 | -2 | -2 | CCCCC(CC)CN1CN(CC(CC)CCCC)CC(C)(N)C1 (configuration not stated) | -1 | 0
20 | 8 | 3 | 0.4 | -9 | 1 | 2 | 3 | -1 | CCOc1ccccc1NC(=O)CNC(=O)c1nn(-c2ccc(OC)c(OC)c2)c(=O)c2ccccc12 | -2 | -1
21 | 1 | -8 | -1.0 | 5 | 4 | 2 | 0 | 1 | O=C1C(=O)N(CCCn2ccnc2)C(c2cccnc2)/C1=C(/O)c1ccc(F)cc1 (configuration not stated) | 5 | -5
22 | 0 | 1 | -2.0 | -6 | -2 | 12 | 0 | 3 | CN(c1ccc(F)cc1)S(=O)(=O)c1ccc2[nH]cc(C(=O)O)c(=O)c2c1 | 0 | 4
23 | 3 | -7 | 0.7 | -11 | 1 | -8 | -9 | -1 | Cc1cc2oc(=O)cc(CN(C)Cc3ccccc3)c2cc1C | -7 | 0
24 | 5 | -1 | 0.0 | 1 | -5 | -5 | -6 | 0 | O=C(COC(=O)CCc1ccc(S(=O)(=O)N2CCOCC2)cc1)Nc1ccccc1OC(F)F | 2 | 3
25 | -4 | -11 | -0.2 | 2 | -2 | 1 | 8 | -2 | C=CCn1c(Sc2nc(C)cs2)nc2c1c(=O)[nH]c(=O)n2C | 1 | -4
26 | 13 | -13 | -0.3 | 1 | 0 | 6 | -1 | -2 | CCOc1ccccc1OCCCC(=O)NNC(=O)c1nn(C)c(=O)c2ccccc12 | 2 | -10
27 | -12 | -3 | 0.1 | -14 | -1 | 4 | 9 | -1 | COc1cccc(-n2c(N)c(-c3nc4ccccc4[nH]3)sc2=S)c1 | -5 | -3
28 | -3 | -14 | -0.6 | 0 | -5 | 0 | 3 | -1 | O=C(NCCSCc1c(F)cccc1Cl)c1ccco1 | 3 | -5
29 | -4 | -7 | -1.7 | 5 | 0 | 1 | 1 | 2 | Cc1cc(F)c(F)c(C(=O)N2CCOCC2)c1Cl | 5 | 0
30 | 5 | 2 | 0.4 | 6 | -3 | -1 | -1 | -7 | C/C(CC(=O)N1CCN(C=O)CC1)=N\NC(=O)c1cccc([N+](=O)[O-])c1 | -1 | -6
31 | -12 | 1 | -0.1 | 1 | -1 | -12 | -3 | -1 | COc1ccc(NC(=O)C(c2ccccc2)N(C)C(=O)c2ccc(=O)[nH]c2)cc1 (configuration not stated) | -1 | -4
32 | . | . | -0.1 | 3 | 1 | 3 | 1 | 0 | Cc1ccc(-c2cc(-c3nnc(SCC(=O)N4c5ccccc5Sc5ccc(Cl)cc54)n3N)[nH]n2)cc1 | 1 | 1
33 | 8 | 14 | -0.4 | -2 | -1 | 2 | -4 | 7 | CN(C)CC1CCC/C(=C\c2ccc(OC(=O)/C=C/c3ccc(Cl)c(Cl)c3)cc2)C1=O (configuration not stated) | 7 | 4
34 | 6 | 3 | -0.7 | 0 | -1 | 0 | -2 | 0 | CC(NC(=O)c1ccc(F)cc1F)C1CC2CCC1C2 (configuration not stated) | 3 | 1
35 | 8 | 5 | 0.2 | -2 | 4 | 4 | 2 | -1 | CN(CC(=O)Nc1ccc(Cl)c(C(F)(F)F)c1)C(=O)CCC(=O)c1ccccc1 | 4 | -1
36 | -12 | 9 | 0.6 | 1 | -3 | 8 | 2 | 1 | C(/C=C/c1ccccc1)=N/N1CCN(c2ccccc2)CC1 | 2 | 1
37 | -11 | 6 | 0.1 | -5 | -4 | 9 | 3 | -2 | N#Cc1ccc(OC(=O)C2CCN(C3=NS(=O)(=O)c4ccccc43)CC2)cc1 | 1 | 1
38 | -2 | 3 | -0.5 | -6 | -1 | 3 | 3 | 2 | NC(=O)C1(N2CCCCC2)CCN(Cc2ccc(Br)cc2)CC1 | 0 | 5
39 | 4 | 2 | 0.2 | 2 | 2 | 7 | 3 | 2 | c1ccc(OCc2nnnn2-c2ccccc2)cc1 | 0 | -3
40 | -14 | -7 | 0.5 | 0 | 2 | 3 | -10 | -2 | Cc1ccc(C)c(N(C(=O)c2ccco2)C(C(=O)NC2CCCC2)c2ccco2)c1 (configuration not stated) | 0 | -3
41 | 12 | 8 | 0.1 | 3 | -2 | 1 | 8 | -1 | CN(C)c1ccc(CNC2CC(C)(C)NC(C)(C)C2)cc1 | 0 | 0
42 | 8 | 7 | -0.3 | 12* | 3 | 0 | 6 | 6 | Cc1ccc(COc2coc(CO)cc2=O)cc1 | 8 | -6
43 | 4 | 7 | 0.9 | -1 | 1 | 0 | 1 | 1 | O=C(O)CC(NC(=O)C12CC3CC(CC(C3)C1)C2)c1ccc(OC2CCCC2)cc1 (configuration not stated) | 1 | 1
44 | -6 | -1 | 0.6 | 1 | -1 | -8 | 0 | 1 | COc1ccc(/C=C/C(=O)NC(=S)Nc2ccccc2C(=O)NC2CCCCC2)cc1 | 3 | -1
45 | -12 | 3 | -0.3 | -4 | -1 | -1 | -8 | -2 | Cc1ccc(OCc2nnc(N)s2)cc1C | -4 | -2
46 | -1 | -1 | 0.0 | -1 | 1 | -7 | 0 | -1 | CCOC(=O)c1nnc(-c2ccc(C)cc2)nc1Oc1ccc(Cl)cc1Cl | -1 | 2
47 | -13 | -8 | -0.4 | -6 | -3 | -1 | 6 | -1 | CC1CN(S(=O)(=O)c2cccc(C(=O)OCC(=O)NCc3ccccc3)c2)CC(C)O1 (configuration not stated) | 0 | 8
48 | 8 | -3 | -0.2 | -5 | -3 | -1 | -6 | -4 | O=C(CSc1ccc(-c2ccccc2)nn1)NC1CCCC1 | 0 | 3
49 | -1 | 6 | 0.4 | -12 | -2 | -3 | -4 | 12 | Cc1c(C(=O)Nc2nnc(C3CC3)s2)oc2ccccc12 | -4 | -1
50 | 9 | 3 | 0.2 | 0 | -6 | 3 | -4 | 3 | Cc1ccc(Cl)cc1NS(=O)(=O)c1ccc2c(c1)NC(=O)C(C)C(=O)N2 (configuration not stated) | 3 | 8
51 | -3 | -1 | 0.4 | 5 | 2 | 2 | -7 | -4 | CC(C)CNS(=O)(=O)c1ccc(CC(C)C)cc1 | 1 | -5
52 | 5 | -8 | 0.1 | i | 0 | -3 | 4 | -2 | COc1cccc(CN(C)C(=S)Nc2ccc(C)c(C)c2)c1 | 1 | -3
